# Screening results (PubChem)
# CHO parental Ca = counter-screen for OX1R antagonists: effect in parental CHO cells; parental CHO-K1, ATP-induced calcium, Fluo-8 fluorescence; inhibition, % at 5.6 µM; 330,000 tested, 0.63% active;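 active = inhibition above that plate's mean sample inhibition plus 3 SD, cut at about 26% in these data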;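 also: 0% = ATP-challenged DMSO wells and 100% = DMSO wells without ATP; some compounds past the cut are filed as inactive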
#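 Material – parental CHO cells · Reagent – ATP stimulus · Compound – single nominal dose of 5.6 µM per compound · Detection – Fluo-8 fluorescence · Read-out basis – percent inhibition of calcium signal · Controls – ATP-challenged DMSO wells low, unchallenged DMSO wells high · Repeats – no replicates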
# M1 antag = blocks human M1 muscarinic receptor | CHO-K1 hM1, Fluo-8 calcium fluorescence, ACh EC80 antagonist | inhibition, % at 3 µM | P11229 | 360,000 tested, 1.3% active;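 active = percent inhibition above its own plate's cutoff, namely the mean of that plate's compound wells plus 3 SD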;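 also: peak over basal fluorescence ratio during 140 s after agonist addition; 0% = ACh EC80 plus DMSO and 100% = DMSO alone without agonist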
# Target sequence (P11229 whole entry, looked up): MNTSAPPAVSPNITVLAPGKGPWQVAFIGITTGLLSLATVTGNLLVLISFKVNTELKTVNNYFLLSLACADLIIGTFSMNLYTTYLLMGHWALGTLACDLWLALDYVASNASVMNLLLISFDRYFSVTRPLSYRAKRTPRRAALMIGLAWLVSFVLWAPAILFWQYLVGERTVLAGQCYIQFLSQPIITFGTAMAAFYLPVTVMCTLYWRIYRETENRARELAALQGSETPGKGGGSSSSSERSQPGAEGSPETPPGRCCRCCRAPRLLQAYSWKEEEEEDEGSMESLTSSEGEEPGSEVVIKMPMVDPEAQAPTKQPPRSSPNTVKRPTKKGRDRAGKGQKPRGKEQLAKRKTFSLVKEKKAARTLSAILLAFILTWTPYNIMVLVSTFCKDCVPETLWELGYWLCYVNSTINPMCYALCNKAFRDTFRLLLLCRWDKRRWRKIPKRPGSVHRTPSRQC
# CHRM1 PAM = human CHRM1 positive allosteric modulation. CHO-K1 hM1, Fluo-8 calcium fluorescence, ACh EC20; 0% = ACh EC20, 100% = maximal ACh. activation, % at 3 µM. 360,000 tested, 0.088% active. AID 588819; in the data active = activation above about 19%, passing the limit was not always enough
# CHO-K1 Ca ag = nonselective activator or artifact in parental CHO-K1 cells; Fluo-8 calcium fluorescence; scaled to maximal ATP response, vehicle zero; activation, % at 3 µM; 360,000 tested, 0.48% active; AID 602248; in the data active = activation above about 15%;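 also: untransfected CHO-K1 host cells lacking M1 receptor as counterscreen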
# CHO-K1 Ca PAM = counter-screen for M1 PAMs: effect in parental CHO-K1 cells. activation, % at 3 µM. AID 602247. ATP EC20, Fluo-8 calcium fluorescence; 0% at ATP EC20, 100% at ATP max. 360,000 tested, 0.02% active;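 active = activation above the run cutoff, the mean activation of all test compounds plus 3 SD, cut at about 40% in these data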;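 also: peak over basal fluorescence ratio in a 140 s read after ATP addition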
# TAAR1 antag = human TAAR1 antagonism; Q96RJ0; CHO RD-HGA16 TAAR1, Fluo-8 calcium fluorescence, antagonist; inhibition, % at 3 µM; 360,000 tested, 1.5% active; AID 624466;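 active = inhibition above a per-plate cutoff, the mean inhibition of test compounds on that plate plus 3 SD, cut at about 49% in these data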;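 also: 0% = DMSO plus EC80 beta-PEA response and 100% = DMSO alone without agonist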
# Target sequence (Q96RJ0 whole entry, looked up): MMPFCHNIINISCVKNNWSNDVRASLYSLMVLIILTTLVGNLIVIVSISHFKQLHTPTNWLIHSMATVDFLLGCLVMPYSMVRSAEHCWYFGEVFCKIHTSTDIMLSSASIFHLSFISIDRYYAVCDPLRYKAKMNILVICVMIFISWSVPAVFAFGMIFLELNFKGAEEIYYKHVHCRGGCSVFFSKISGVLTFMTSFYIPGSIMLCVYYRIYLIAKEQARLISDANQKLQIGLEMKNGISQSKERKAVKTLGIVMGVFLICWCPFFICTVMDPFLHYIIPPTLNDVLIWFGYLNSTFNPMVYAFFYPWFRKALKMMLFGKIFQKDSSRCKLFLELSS
#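 Assay system: CHO-derived RD-HGA16 cells stably expressing human TAAR1 plus Gα16. Timing: 140 s kinetic read after compound, 140 s after agonist. Technique: kinetic Fluo-8 calcium fluorescence measurement. Measure: % inhibition of agonist calcium response.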
# TAAR1 agonist = agonists of human TAAR1. Q96RJ0. CHO RD-HGA16 TAAR1, Fluo-8 calcium fluorescence; vehicle wells 0%, saturating PEA agonist 100%. activation, % at 3 µM. 360,000 tested, 0.99% active. AID 624467;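 active = activation above the mean activation of all test compounds in the run plus 3 SD, cut at about 38% in these data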
#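 Test system: RD-HGA16 (CHO) cells co-expressing Gα16 and hTAAR1 | Doses: Single dose, 3 µM | Schedule: 17-24 h seeding, 75 min 37 °C dye, 30 min RT | Evaluation: % activation from peak over basal fluorescence ratio, DMSO-to-PEA scaled | Technique: Kinetic Fluo-8 calcium fluorescence | Benchmarks: Low control DMSO, high control PEA (EC100)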
# M1 ag = human M1 muscarinic receptor agonism; P11229; CHO-K1 hM1, Fluo-8 calcium fluorescence, agonist mode; 0% DMSO, 100% acetylcholine EC100; activation, % at 3 µM; 360,000 tested, 0.33% active; AID 588814;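 active = activation above the run's mean compound activation plus 3 SD, cut at about 16% in these data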;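 also: peak over basal fluorescence ratio within a 140 s kinetic read after compound addition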
# CHO-K1 Ca antag = counter-screen for M1 antagonists: effect in parental CHO-K1 cells; ATP-induced calcium, Fluo-8 fluorescence; inhibition, % at 3 µM; 360,000 tested, 0.6% active;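 active = inhibition above a per-plate cutoff, the plate's mean sample inhibition plus 3 SD, cut at about 24% in these data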;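 also: 0% = DMSO plus EC80 ATP and 100% = DMSO alone without ATP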
# * hit, by the source's call; nt = not tested or not shown. Compounds were not picked by outcome; any-hit rate near 4.4%.
SMILES,CHO parental Ca,M1 antag,CHRM1 PAM,CHO-K1 Ca ag,CHO-K1 Ca PAM,TAAR1 antag,TAAR1 agonist,M1 ag,CHO-K1 Ca antag
O=c1[nH]c2ccccc2c(O)c1-c1ccccc1[N+](=O)[O-],-8,15,-9,0.1,-9,15,7,-7,15
COC(=O)c1cccc(C(=O)N2CCCC(C(=O)c3cccc(OC(C)C)c3)C2)c1 (stereo not given),-2,9,-3,1.0,7,-4,53*,-3,-13
COc1ccc(CNc2cccc3[nH]c(C(F)(F)F)nc23)cc1,-3,-9,6,0.2,14,3,1,-3,-10
CNC(=O)c1cc2c(s1)-c1ccccc1CC2,-7,-2,3,-0.9,15,29,-2,-6,-4
COc1ccc(N2C(=O)/C(=C\c3ccco3)N=C2SCC(=O)N(C(C)C)C(C)C)cc1Cl,-10,-2,2,-0.2,8,-14,-3,-5,-4
CCn1cc(C(=O)NCCO)c(=O)c2cc(F)c(N3CCN(C)CC3)cc21,-1,21,-9,0.0,-7,12,6,-3,17
CCOC(=O)C1CCN(C(=O)c2ccc3c(c2)C(=O)N(c2ccccc2C)C3=O)CC1,-1,3,-2,1.3,1,6,-1,-6,-5
Cc1n[nH]c(=O)c2c(NC(=O)COC(=O)c3ncc(Cl)c(Cl)c3Cl)oc(C)c12,2,-2,3,0.2,-13,8,8,-1,-5
Cc1cc2c(cc1C)NC1(C(=O)Nc3ccccc31)C1=C(CC(C)(C)CC1=O)N2 (stereo not given),-19,-10,3,0.4,19,-16,21,-4,-3
COc1ccc(NC(=O)CCn2cccc2)cc1,-18,-8,8,0.1,14,5,4,-2,0
CC(C)(C)C(=O)/C=c1\[nH]c(=O)/c(=C\c2ccc(F)cc2)s1,-20,1,-2,2.1,15,24,8,-3,-9
Cc1nc(SCC(=O)O)c(C#N)c(C)c1CC(=O)c1ccccc1,-13,12,-11,-0.6,23,17,2,-3,-20
CSc1nnc(-c2sc3cc(Cl)ccc3c2Cl)n1C,-24,-7,-1,0.4,-6,-5,2,-4,5
CCOc1ccc(NC(=S)Nc2cc(OC)c(Cl)cc2OC)cc1,0,6,-2,0.9,23,18,-3,-6,-11
Cc1ccc(N2C(=O)C3NN=C(C(=O)OCc4ccccc4)C3C2=O)c(C)c1 (stereo not given),-4,1,2,1.7,12,-14,7,-1,-3
COc1cccc(CC(=O)OCC(=O)NC2(C#N)CCCCC2)c1,-2,-10,7,1.7,21,-10,1,-4,-3
CCOC(=O)N1CCC(NCCNC(=O)c2ccc(Cl)cc2)CC1,-4,7,-2,1.2,3,0,8,22*,-4
Cc1cc(N2CCN(C)CC2)nc2ccc(NC(=S)N3CCN(c4ccc(F)cc4)CC3)cc12,-24,-6,3,1.0,21,-21,-3,-3,-10
COc1cccc(-c2nc3ccccc3s2)c1,-16,-9,1,-0.5,9,-7,19,-4,-8
COc1cc(C2CC(=O)Oc3c2c(=O)n(C)c2ccccc32)cc(OC)c1OC (stereo not given),5,-6,-1,2.1,5,-22,4,-4,-12
O=C(CSc1nnc(SCc2ccccc2)s1)N/N=C/c1c[nH]c2ccccc12,nt,-9,11,2.0,-3,0,5,-4,-18
CSc1ccccc1Sc1cc(C(=O)O)c2ccccc2n1,-5,-4,7,3.0,33,-3,2,-5,-8
Cc1cccc(C)c1-n1nnnc1C(c1ccccc1OC(F)(F)F)N1CCN(C/C=C/c2ccccc2)CC1 (stereo not given),nt,0,-10,1.3,2,-50,0,-3,-16
COc1ccc(N2CCN(CCCNC(=O)c3cc4sccc4n3C)CC2)cc1,-7,-2,-2,-0.2,8,-12,4,-8,-10
COc1ccc(CCNC(=O)c2ccc3c(c2)NC(=O)C(N2CCOCC2)S3)cc1OC (stereo not given),4,-1,2,0.2,-8,4,5,-2,23
CN(C)c1nc(Oc2ccc(OCCOc3ccccc3)nn2)nc(N(C)C)n1,-19,-9,10,3.9,20,-25,10,0,-18
O=C(CN1CCCC1)OCCCC1CCCCC1,2,4,0,-0.3,-11,2,12,-4,7
CCN1CCCC1CNc1ncnc2c1[nH]c1ccc(F)cc12 (stereo not given),-11,-19,11,0.2,22,-15,-3,-5,-5
COc1ccc(Cc2c(C3CCCCC3)nc3ccc(Cl)cn23)c(C)c1,nt,-16,-8,-0.3,1,-25,0,-4,-16
CCc1ccc(C(=O)NNC(=O)C2CC(=O)N(c3ccc4c(c3)OCCO4)C2)cc1 (stereo not given),-21,-8,10,-0.6,1,-18,15,-3,-9
CCCS(=O)(=O)N1CCCC(C(=O)NCC(OC)OC)C1 (stereo not given),9,-3,9,0.3,11,-15,6,-6,-14
CC(C)c1nnc(NC(=O)C2CCN(C(=O)c3ccco3)CC2)s1,-12,1,2,1.3,0,1,1,-2,-26
CCOC(=O)C(Cc1ccccc1)C(=O)NCc1cccnc1 (stereo not given),-5,-4,1,0.4,5,-1,2,-3,0
Cc1cccc(NC(=O)C2CCCN2C(=O)Oc2ccccc2)c1 (stereo not given),-4,-16,14,0.4,24,-5,2,-1,-6
COc1ccc(C2CC(c3ccccc3OC(C)=O)=NN2C(=O)/C=C/c2ccccc2)cc1 (stereo not given),-17,2,-1,0.1,20,22,1,-7,-4
O=C(Nc1ccc2snnc2c1)N1CCOCC1,-9,-18,17,-0.4,19,11,2,-1,-1
Cc1cccc(NC2SC(=O)N(c3ccccc3)C2=O)c1 (stereo not given),0,3,2,1.6,11,4,19,-11,-17
Cc1onc(-c2ccccc2)c1C(=O)NCc1ccccn1,-1,-2,5,0.5,20,-7,3,-4,-18
CC(=O)c1c(C)nn(C(=O)N2CCOCC2)c1C,10,-6,4,-0.3,-1,-10,3,-3,12
O=c1c2cn[nH]c2nc(SCc2ccccc2F)n1-c1ccc(Br)cc1,-28,-6,8,0.0,2,0,5,-8,2
Cc1ccc(-c2nn3c(C)nnc3s2)cc1NC(=O)c1ccc(-c2ccc(Cl)cc2Cl)o1,-28,0,1,-0.3,-2,-14,0,-5,0
Cc1noc(C)c1CSc1nc2ccccc2c(=O)n1-c1ccccc1,-26,-18,3,0.5,26,4,0,-8,-15
Cc1cccc(N2CCN(C(=O)COc3ccc4ccc(=O)oc4c3)CC2)c1C,-20,7,-3,4.9,-3,14,2,-3,-11
CCOc1ccc(C(=O)Nc2nnc(S(=O)(=O)N(C)Cc3ccco3)s2)cc1,-14,-12,9,-0.2,-13,-7,0,0,2
N#C/C(=C\c1ccc(Sc2ccc(Cl)cc2)o1)c1nc2ccccc2[nH]1,39,6,-3,8.5,9,31,11,1,10
O=[N+]([O-])c1ccc(N2CCN(S(=O)(=O)c3ccccc3[N+](=O)[O-])CC2)cc1N1CCc2ccccc2C1,-10,1,0,0.7,25,-3,0,-7,-9
CC(C)(C)C(=O)Nc1ccc(C(=O)N/N=C/c2ccccc2OC(=O)c2ccc(Cl)cc2Cl)cc1,-13,11,-2,1.4,3,26,0,-4,13
CN(CCc1ccccn1)C(=O)CCC1CCCN(Cc2ccccc2OC(F)F)C1 (stereo not given),-12,30,-12,0.3,13,0,1,-5,-8
O=C(COC(=O)CCC(=O)c1cccs1)NCc1ccco1,nt,-2,6,-0.1,16,8,4,-3,-5
O=C(Nc1ccccc1C(=O)O)c1cccc(C(=O)Nc2ccccc2C(=O)O)c1,1,-19,10,-0.4,9,-43,-2,2,-1

# An excerpt from above, reduced to CHO-K1 Ca ag, M1 antag and M1 ag:
canonical_smiles	CHO-K1 Ca ag	M1 antag	M1 ag
Cc1cccc(N2CCN(C(=O)COc3ccc4ccc(=O)oc4c3)CC2)c1C	4.9	7	-3
N#C/C(=C\c1ccc(Sc2ccc(Cl)cc2)o1)c1nc2ccccc2[nH]1	8.5	6	1
CN(CCc1ccccn1)C(=O)CCC1CCCN(Cc2ccccc2OC(F)F)C1 (stereo not given)	0.3	30	-5
Cc1noc(C)c1CSc1nc2ccccc2c(=O)n1-c1ccccc1	0.5	-18	-8
CC(C)(C)C(=O)Nc1ccc(C(=O)N/N=C/c2ccccc2OC(=O)c2ccc(Cl)cc2Cl)cc1	1.4	11	-4

# Further results follow.
SMILES,CHO parental Ca,M1 antag,CHRM1 PAM,CHO-K1 Ca ag,CHO-K1 Ca PAM,TAAR1 antag,TAAR1 agonist,M1 ag,CHO-K1 Ca antag
CC(C)NC(=O)N(C)C[C@H]1Oc2ccc(NS(=O)(=O)c3ccccc3)cc2C(=O)N([C@H](C)CO)C[C@@H]1C,1,-14,7,0.8,14,-1,3,-2,-13
O=C(O)c1c2c(nc3ccccc13)-c1ccccc1CC2,-10,0,9,0.2,4,1,4,-6,0
CCC(C)(C)n1nnnc1CN1CCC(NC(=O)c2ccc(Br)cc2)CC1,-13,-11,-2,4.8,13,-14,3,-2,-1
CN(C1CCS(=O)(=O)C1)S(=O)(=O)c1ccccc1[N+](=O)[O-] (stereo not given),-1,-2,8,-0.2,-9,7,2,-3,14
COc1ccc([N+](=O)[O-])cc1NC(=S)Nc1ccccc1,2,0,3,0.3,20,-6,3,-3,-8
CCOC(=O)C1CCCN(C2=NC(=O)/C(=C/c3ccc(O)c(OCC)c3)S2)C1 (stereo not given),-1,-9,12,5.3,11,-2,3,5,-14
O=C(Nc1ccc([N+](=O)[O-])cc1)OCCc1ccccn1,3,7,-1,0.7,-14,-13,0,-4,-3
S=c1[nH]c2ccc3ccccc3c2[nH]1,3,-6,9,0.3,16,-1,2,-6,-4
COc1ccc2c(c1)N(C)/C(=C1/SC(=S)N(NC(C)=O)C1=O)S2,-3,-17,9,0.1,14,5,0,-3,-8
CC(=O)Oc1ccc(Cn2c(C)c(C(=O)NCCC#N)sc2=O)cc1,nt,2,0,2.0,5,9,2,0,17
O=C1OCC(CO)(CO)N=C1NNc1ccccc1Cl,2,-2,1,0.1,8,-15,5,-2,-15
Clc1ccc(OCCOCCNCc2ccccc2)cc1Cl,3,-4,-1,1.9,6,26,23,-6,-1
CC(=O)c1sc(N2CCOCC2)nc1-c1ccccc1,-1,-13,14,0.8,14,2,0,-6,-20
COc1ccc([C@@H]2CC=C(C(=O)O)[C@H](c3cccc(Cl)c3)N2S(=O)(=O)c2ccc(Cl)cc2)cc1,-13,-1,7,0.0,9,11,1,-10,-11
O=C(Cc1ccc([N+](=O)[O-])cc1)c1c(O)cc(O)cc1O,11,-5,8,7.1,-2,-3,4,2,5
Cc1ccccc1-n1c(SCC(=O)N(C)C2CCS(=O)(=O)C2)nnc1-c1ccncc1 (stereo not given),-3,-18,15,1.4,9,-5,3,-7,-12
CCOc1ccccc1NC(=O)CSc1nnc(-c2ccco2)o1,-8,3,4,1.6,8,-4,5,-5,-6
Cc1cc(NCCCn2ccnc2)n2nc(-c3ccc(Cl)cc3)cc2n1,-16,-5,-2,-0.7,13,5,-1,-11,-4
O=c1[nH]c(C2CCCCC2)nc2ccccc12,-13,-7,10,-0.2,23,-22,1,-7,0
